High-throughput results from PubChem.
Mm-Cpn inhibitor: Inhibitors of TCP-1 ring complex (TRiC) of Methanococcus maripaludis (MmCpn): qHTS | Potency, µM (highest dose often 76.9 µM), for the others: at the top dose activity, negative = inhibition, most hits filed as inhibitors | actives 0.031% (n = 330,000) | purified Mm-Cpn ATPase, ADP Transcreener TR-FRET | Chaperonin Mm-Cpn (Methanococcus maripaludis); note: potency is the fitted concentration of half-maximal effect; % is set by controls: 0 for no effect and ±100 for the full control effect; nearly all actives have a fitted effect of over 80% in size
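Compound-treated chaperonin, 25 nM final, turns over 10 uM ATP at 37°C for 30 min following a 10 min preincubation; ADP generated competes with ADP-d2 for Eu-cryptate antibody, lowering FRET.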
pAkt inh: HTS Assay for Inhibitors of Akt Phophorylation: Primary Screen | AID 651550, 2012 | Neuro2A IGF-stimulated pAkt S473 HTRF, 20 min; active compounds read low | actives 0.32% (n = 360,000) | activity change, % for hits at 50 µM; in the data active = activity change below about -80%; inconclusive = mostly about -51% to -80%; note: % is set by controls: 0 for no effect and ±100 for the full control effect
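Single-point screen (50 µM final compound) in Neuro2A cells stimulated 20 min with 6 nM IGF at 37 deg C. After lysis, Ser473-phosphorylated Akt read by HTRF (ex 330 nm, em 615/665 nm) as the 665/615 ratio.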
Abeta rescue: qHTS for compounds that reverse cellular toxicity of Amyloid beta (A-beta) peptide in yeast: Primary Screen | yeast expressing A-beta42, growth rescue, OD600, 48 h; response scale: 0% DMSO, 100% iron-clioquinol control | Potency, µM (highest dose often 46.1 µM), for inactives: at the top dose growth rescue, most hits filed as activators | actives 0.063% (n = 410,000) | AID 1347071, 2019; note: potency is the fitted concentration of half-maximal effect; nearly all actives have a fitted effect of over 55% in size
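Yeast growth medium received pinned compounds, then yeast cells expressing toxic A-beta were added; plates incubated at 30 C for 48 hr. Growth read as absorbance at 600 nm, normalized to DMSO and equimolar FeCl3 plus clioquinol controls.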
FUS yeast rescue: qHTS for Suppressors of FUS Proteinopathy: Primary screen using FUS-linked yeast assay | S. cerevisiae FUS-expressing, growth rescue, OD600, 24 h | Potency, µM (highest dose often 76.6 µM), inactives show at the top dose growth rescue (activation), usual class: activators | actives 0.24% (n = 390,000);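 note: potency is the fitted concentration of half-maximal effect; plate controls were DMSO vehicle for no effect and reference control for full effect; nearly all actives have a fitted effect of over 55% in size; some results filed as inactive show a strong effect at the top dose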
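Toxicity suppression screen in FUS-yeast. Cells induced with 2% galactose, starting OD 0.005, treated 24hr at 30C with compounds at multiple final concentrations; growth by OD600.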
aSyn yeast inh: qHTS of alpha-syn Inhibitors; actives 0.14% (n = 370,000); Potency, µM (highest dose often 46.1 µM), inactives show top-dose growth rescue (activation), actives largely listed as activators; Yeast expressing alpha-synuclein, growth rescue, BacTiter-Glo, 24 h; note: potency is the fitted concentration of half-maximal effect; % of control where 0% means no effect; nearly all actives have a fitted effect of over 65% in size
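Readout is rescue of growth in alpha-synuclein-expressing yeast, so inhibitors of toxicity appear as activators. Growth after 24 hr at 30 deg C in galactose medium is quantified by luminescence.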
HEK293 tox: qHTS of GLP-1 Receptor Inverse Agonists: Cytotox Screen. Potency, µM (series often up to 38.3 µM), for inactives: top-dose activity change, negative = inhibition, actives largely listed as inhibitors. actives 0.13% (n = 410,000). AID 624418, 2012. HEK293 cAMP-luciferase reporter cells, luminescence, 24 h;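 note: loss of luciferase light is scored as toxicity; potency is the fitted concentration of half-maximal effect; % is set by controls: 0 for no effect and ±100 for the full control effect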
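Step one: seed cells (200 cells/uL, DMEM with 10% Nu serum, 1% pen-strep). Step two: 12-hour incubation at 37 deg C. Step three: pin 23 nL compound, incubate 24 hr. Step four: add luciferase reagent, read luminescence 12 min later.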
GLP1R inv ag: qHTS of GLP-1 Receptor Inverse Agonists (Inhibition Mode) | AID 624417, 2012 | actives 1.6% (n = 410,000) | HEK293 GLP-1R CRE-luciferase, luminescence, 24 h; GLP-1R form is constitutively active | Potency, µM (series often up to 38.3 µM), for the others: top-dose activity change, negative = inhibition, most hits filed as inhibitors; note: potency is the fitted concentration of half-maximal effect; % is set by controls: 0 for no effect and ±100 for the full control effect; nearly all actives have a fitted effect of over 55% in size
Target sequence (P43220 whole entry, looked up): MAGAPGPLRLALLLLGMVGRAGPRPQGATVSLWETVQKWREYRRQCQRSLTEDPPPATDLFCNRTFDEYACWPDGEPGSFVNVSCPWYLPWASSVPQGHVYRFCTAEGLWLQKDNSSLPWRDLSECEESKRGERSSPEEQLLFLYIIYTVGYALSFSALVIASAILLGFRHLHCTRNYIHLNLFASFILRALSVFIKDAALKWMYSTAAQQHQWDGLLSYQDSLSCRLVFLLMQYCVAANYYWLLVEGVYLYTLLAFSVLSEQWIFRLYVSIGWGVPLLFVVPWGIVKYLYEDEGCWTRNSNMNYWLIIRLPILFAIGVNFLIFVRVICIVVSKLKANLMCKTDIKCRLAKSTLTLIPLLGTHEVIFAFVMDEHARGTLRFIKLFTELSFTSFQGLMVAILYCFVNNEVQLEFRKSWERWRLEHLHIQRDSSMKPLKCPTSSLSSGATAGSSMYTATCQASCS
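Assay principle: reduced luminescence from a cAMP-responsive reporter in HEK293 cells co-expressing a constitutively active GLP-1R. Conditions: 24 hr compound incubation, 37 deg C, 5% CO2.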
TDP-43 yeast inh: qHTS of TDP-43 Inhibitors; TDP-43 expressing yeast growth rescue, BacTiter-Glo, 24 h; Potency, µM (top dose mostly 46.1 µM), for the others: top-dose growth rescue (activation), most hits filed as activators; actives 1.8% (n = 410,000); AID 652104, 2013; note: potency is the fitted concentration of half-maximal effect; % of control where 0% means no effect; nearly all actives have a fitted effect of over 50% in size
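Galactose-induced TDP-43 yeast, OD600=0.02, compound pinned; 24 hr, 30 deg C; BacTiter-Glo luminescence for growth. Inhibitors of TDP-43 toxicity read as activators.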
PTHR1 ag: qHTS for PTHR1 Agonists: Primary Screen | Parathyroid hormone/parathyroid hormone-related peptide receptor (Homo sapiens), Q03431 | HEK293 GP2 PTHR1 cells, GloSensor cAMP luminescence, 1 h | Potency, µM (doses to about 115 µM), for the others: at the highest dose activation, usual class: activators | actives 0.075% (n = 410,000) | AID 743266, 2014; note: potency is the fitted concentration of half-maximal effect; nearly all actives have a fitted effect of over 55% in size; some results filed as inactive show a strong effect at the top dose; inactives centre near -15; many of its hits are not listed in these tables
Target sequence (Q03431 whole entry, looked up): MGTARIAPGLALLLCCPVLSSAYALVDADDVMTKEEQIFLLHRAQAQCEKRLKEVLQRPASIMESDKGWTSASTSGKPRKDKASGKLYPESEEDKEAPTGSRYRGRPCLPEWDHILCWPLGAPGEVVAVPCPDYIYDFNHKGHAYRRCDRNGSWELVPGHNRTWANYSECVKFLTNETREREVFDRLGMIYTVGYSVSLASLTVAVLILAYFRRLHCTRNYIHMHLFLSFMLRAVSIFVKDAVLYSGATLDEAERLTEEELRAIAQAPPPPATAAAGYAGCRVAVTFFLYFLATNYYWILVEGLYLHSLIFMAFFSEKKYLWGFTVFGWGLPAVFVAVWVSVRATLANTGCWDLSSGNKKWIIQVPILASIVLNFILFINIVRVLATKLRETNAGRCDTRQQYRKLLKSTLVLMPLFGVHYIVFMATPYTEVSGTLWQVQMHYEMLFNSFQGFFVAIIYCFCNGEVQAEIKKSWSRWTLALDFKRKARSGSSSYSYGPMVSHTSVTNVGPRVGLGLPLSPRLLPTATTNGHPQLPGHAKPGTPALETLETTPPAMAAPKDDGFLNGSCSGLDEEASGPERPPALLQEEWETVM
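HEK-293-derived GP2 cells expressing PTHR1 and a GloSensor cAMP reporter, 3,000/well, plated overnight, given luciferin plus IBMX (each 0.5 mM as added) for 1 h at 37 °C, then compound for 1 h at 37 °C. Luminescence was read after 15 min at room temperature.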
Numbers without * were called inactive; i = inactive; ? = inconclusive; nt = no result given; [ ] = remark or other dose. Unless noted, calls come from the whole dose curve; as a rule, active = well fitted curve in the direction sought with a large enough effect; inconclusive = small, poorly fitted or top-dose-only effect, or another doubt; inactive = no such curve, though single readings can be large; an effect the other way counts as inactive or inconclusive. A portion of the library; count on the stated rates, not on these rows.

Values run as follows: Mm-Cpn inhibitor	pAkt inh	Abeta rescue	FUS yeast rescue	aSyn yeast inh	HEK293 tox	GLP1R inv ag	TDP-43 yeast inh	PTHR1 ag
> COc1ccc(OC)c(S(=O)(=O)N(C)CC(=O)O)c1
  0%	i	1%	-35%	5%	-8%	18%	5%	i
> Cc1cccc(NC(=O)N2CCc3ccccc3C2)c1C
  1%	i	5%	6%	-3%	-5%	-8%	6%	-8%
> FC(F)(F)c1ccc2c(c1)n(Cc1ccccc1)c1[n+]2CCCCC1
  -2%	i	3%	26%	-3%	3%	2%	15%	-23%
> CCCc1[nH]nc2c1C(c1ccc(OC(=O)N3CCOCC3)c(OC)c1)C(C#N)=C(N)O2 (configuration not stated)
  -6%	i	1%	-4%	6%	-13%	8%	-20%	-10%
> CN(C)c1nc(OCCOC(=O)Nc2ccc(Cl)cc2Cl)nc(N(C)C)n1
  2%	i	5%	42%	9%	12%	5%	-2%	i
> CCN(CC)S(=O)(=O)c1ccc(C)c(NC(=O)CN2CCN(Cc3ccccc3)CC2)c1
  -1%	i	3%	-4%	-1%	-41%	?	-3%	i
> CCCCNC(=O)C(NC(=O)Cc1cc(C(F)(F)F)cc(C(F)(F)F)c1)C(=O)c1ccccc1 (configuration not stated)
  nt	i	-9%	20%	6%	10%	-9%	5%	-16%
> COc1cc(CNc2ccc(N3CCOCC3)cc2)ccc1OCC(=O)NC(C)(C)C
  -4%	i	1%	5%	-5%	0%	10%	2%	-24%
> Clc1ccc(COn2c(-c3ccc(Cl)cc3)nc3ccccc32)cc1
  -2%	i	-10%	28%	2%	-12%	0%	21%	i
> COc1cccc(NC(=O)c2ccccc2SC)c1
  2%	i	15%	-12%	-14%	-28%	0%	-1%	i
> O=C(NNC1=NC2(CCCC2)Cc2ccccc21)c1ccncc1
  0%	i	-17%	26%	2%	-2%	16%	-1%	29%
> Nc1c2c(nc3c1CCCC3)CCCC2 (tested in a mixture with another compound)
  -9%	i	2%	3%	-6%	1%	42%[activator]	-9%	i
> CC(C)n1nc(C(=O)OCC(=O)N2CC(=O)Nc3ccccc32)c2ccccc2c1=O
  0%	i	7%	-3%	8%	19%	14%	12%	i
> O=C(Nc1cc(Cl)cc(Cl)c1)c1cc(S(=O)(=O)N2CCc3ccccc3C2)ccc1F
  nt	nt	6%	12%	nt	-7%	-8%	17%	i
> O=C(NCCc1ccc(Cl)cc1)c1ccc2c(c1)N(Cc1ccccc1F)C(=O)c1ccccc1S2(=O)=O
  nt	nt	-2%	?	nt	-7%	?	1%	-3%
> C=C(C)CSC1=C(C#N)C(c2ccccc2Cl)CC(=O)N1 (configuration not stated)
  -1%	i	-2%	nt	-8%	-10%	?	?	-10%
> CCCn1nnc(NC(=O)c2cc3ccccc3o2)n1
  0%	i	-3%	-9%	-12%	5%	-21%	-29%	i
> O=C(NCc1cccs1)c1nc2ncccn2n1
  nt	i	5%	10%	1%	-4%	6%	14%	i
> CCCCCCn1c(N2CCCC2)nc2c1c(=O)[nH]c(=O)n2C
  -2%	i	-1%	22%	6%	3%	53%[activator]	5%	i
> C[C@H](NC(=O)c1nc[nH]c1C(=O)NCc1ccccc1)c1ccccc1
  -3%	i	16%	40%	-16%	-33%	?	13%	-28%
> C[C@@H]1CN([C@@H](C)CO)C(=O)CCCn2nncc2CO[C@@H]1CN(C)S(=O)(=O)c1ccc(-c2ccccc2)cc1
  nt	i	-1%	?	3%	1%	3%	23%	i
> NC(=O)C1CCN(C(=O)CN2CCCc3ccccc32)CC1
  -1%	i	11%	10%	5%	1%	-13%	-1%	i
> CC(C)OC(=O)c1ccc(NC(=O)c2cncc(Br)c2)cc1
  1%	i	4%	10%	3%	14%	?	9%	-24%
> CCOc1cc(N2CCOCC2)c(OCC)cc1NC(=O)c1ccc(S(=O)(=O)N(C)C)cc1
  0%	i	-6%	-2%	1%	5%	9%	12%	-4%
> CCOc1cc(/C=N\NC(=O)c2ccc(NC(=O)C(C)(C)C)cc2)ccc1OC(=O)c1ccc(C)cc1
  0%	i	-4%	-20%	-1%	5%	1%	8%	-17%
> CCCn1c(=O)c2ccccc2n2c(=S)[nH]nc12
  -6%	i	-8%	-9%	0%	-4%	12%	-7%	-49%[inhibitor]
> Fc1ccc(CNCc2ccco2)cc1
  0%	i	15%	17%	3%	-4%	1%	-2%	i
> O=C1c2ccccc2-c2ccccc2NC1O (configuration not stated)
  nt	i	8%	-25%	0%	-4%	-18%	0%	i
> Cc1ccc(-n2cc(CN3CCC(CO)(Cc4cccc(C(F)(F)F)c4)CC3)cn2)cc1
  2%	i	5%	38%	-1%	?	?	9%	-21%
> CCCCCCSC1=C(C#N)C(c2ccccc2)CC(=O)N1 (configuration not stated)
  -3%	i	2%	-12%	0%	0%	?	19%	-1%[57.5 µM]
> O=C(NCc1nc2ccccc2[nH]1)c1c(F)cccc1F
  nt	nt	-17%	-19%	-7%	2%	30%	10%	i
> CNC(=O)C1CCC(Cn2c(=O)c3sccc3n(CC(=O)NCc3ccc(OC)cc3)c2=O)CC1 (configuration not stated)
  nt	nt	-12%	-11%	nt	13%	28%	3%	13%
> O=C(CN1C(=O)NC2(CCCc3ccccc32)C1=O)N1CCN(C(=O)c2ccco2)CC1 (configuration not stated)
  1%	nt	12%	2%	-18%	-3%	0%	9%	-4%[57.5 µM]
> COc1ccc2c(c1)CCCC21NC(=O)N(CC(=O)N2CC(C)OC(C)C2)C1=O (configuration not stated)
  -7%	i	2%	-6%	-12%	28%	17%	19%	i
> CCO[C@H]1c2c(ccc3ccc(=O)oc23)OC(C)(C)[C@@H]1O
  0%	i	-9%	-21%	-1%	-35%	0%	-2%	-3%
> CN(Cc1ccccc1)C(=O)c1[nH]cnc1C(=O)Nc1ccc(Br)cc1F
  nt	i	7%	0%	-2%	27%	53%[activator]	?	-60%[inhibitor]
> CCOc1ccc(-c2cn(-c3ccc(OC)cc3)c(SCC(=O)Nc3ccccc3Cl)n2)cc1
  nt	nt	10%	7%	nt	-5%	-12%	9%[9.22 µM]	i
> C#CCOc1c(Br)cc(/C=C2/C(=O)ON=C2C)cc1OCC
  -2%	i	?	7%	3%	2%	-4%	16µM*	-16%
> CCCC[C@H]1C2=C3[C@@H](CC(C(=O)OC)=C[C@@H](C(=O)OC)[C@H]3C(C)(C)C2=O)n2c(=O)n(-c3ccccc3)c(=O)n21
  nt	i	2%	31%	-3%	-2%	20%	7%	i
> O=C(OCC(=O)N1CCCC1)c1c2c(nc3ccccc13)CCCCC2
  5%	i	6%	-23%	3%	7%	3%	-11%	-28%
> CCCCn1nnc(NC(=O)CC23CC4CC(CC(C4)C2)C3)n1
  0%	i	9%	11%	-3%	-1%	?	10%	-58%[inhibitor][57.5 µM]
> CCOc1ccc(-c2c(C(=O)N/N=C/c3ccc(O)cc3)nnn2-c2nonc2N)cc1
  -13%	i	12%	18%	1%	-12%	?	-3%	i
> COc1ccc(NC(=O)c2ccc3snnc3c2)cc1OC
  nt	nt	7%	-8%	-10%	-2%	1%	25%	i
> CCCCc1cc(=O)oc2cc(O)ccc12
  -8%	i	-8%	2%	7%	115%[activator]	-14%	-9%	-13%
> O=C(CSc1oc(-c2ccccc2)nc1S(=O)(=O)c1ccc(Cl)cc1)c1ccccc1
  nt	nt	-1%	?	nt	1%	?	11%	-41%[inhibitor]

Profiles from above. Order of values: Mm-Cpn inhibitor	pAkt inh	Abeta rescue	FUS yeast rescue	aSyn yeast inh	HEK293 tox	GLP1R inv ag	TDP-43 yeast inh	PTHR1 ag
Results for CCCCCCn1c(N2CCCC2)nc2c1c(=O)[nH]c(=O)n2C → -2%	i	-1%	22%	6%	3%	53%[activator]	5%	i
Results for CCN(CC)S(=O)(=O)c1ccc(C)c(NC(=O)CN2CCN(Cc3ccccc3)CC2)c1 → -1%	i	3%	-4%	-1%	-41%	?	-3%	i

Next section
Values run as follows: Mm-Cpn inhibitor	pAkt inh	Abeta rescue	FUS yeast rescue	aSyn yeast inh	HEK293 tox	GLP1R inv ag	TDP-43 yeast inh	PTHR1 ag
> CCOC(=O)CSc1nnc(-c2ccc(S(=O)(=O)NCc3cccs3)cc2)o1
  nt	i	-1%	3%	-2%	0%	5%	19%	9%
> O=C(O)c1ccc2c(c1)S(=O)(=O)N=C1CCCCCN12
  0%	i	-6%	15%	-2%	-1%	14%	-37%[inhibitor]	-1%
> CC1CN(S(=O)(=O)c2cccc(C(=O)N(CCc3ccccc3)Cc3ccccc3)c2)CC(C)O1 (configuration not stated)
  2%	i	-2%	?	2%	19%	?	-18%	-19%
> COc1ccc(CCNC(=O)COC(=O)c2cc(=O)[nH]c3ccccc23)cc1
  -1%	i	-14%	38%	0%	-9%	7%	-15%	20%
